# Bioassay records from PubChem.
# IDE act: IDE (human) activation, cell-based. P14735. HEK cells, FAbeta-B cleavage, fluorescence polarization; 0% vehicle, 100% cell-free pure enzyme wells. activation, % at 5.96 µM. 340,000 tested, 0.073% active;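 active = activation above the mean of all tested compounds plus 3 SD, set per screening campaign, cut at about 17% in these data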
# IDE inh: inhibitors of human insulin-degrading enzyme in cells; HEK cells, FAbetaB cleavage, fluorescence polarization; inhibition, % at 5.59 µM; 320,000 tested, 0.41% active;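 active = percent inhibition above the average of all tested compounds plus 3 SD, set per screening campaign, cut at about 16% in these data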;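 also: IDE supplied by intact live HEK cells; FP after avidin binding of uncleaved biotin substrate so inhibition keeps polarization high; 0% = DMSO wells and 100% = 60 µM reference IDE inhibitor Ii1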
# VIM-2 inhibitor: blocks Pseudomonas aeruginosa VIM-2 metallo-beta-lactamase; purified VIM-2, nitrocefin hydrolysis, epi-absorbance fluorescence; inhibition, % at 5.6 µM; 290,000 tested, 0.89% active; AID 1527;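 active = inhibition above the mean of all tested compounds plus 3 SD, cutoff set per screening run, cut at about 7.5% in these data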;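 also: red hydrolysis product quenches plate fluorescence so inhibitors raise well fluorescence; 0% = enzyme with DMSO and 100% = DMSO without enzyme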
# HCV NS3 hel inh: inhibitors of Hepatitis C virus NS3 helicase | NS3 helicase DNA unwinding, Cy5 molecular beacon fluorescence | 290,000 tested, 0.56% active | inhibition, % at 10.9 µM;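 active = inhibition above the mean of all tested compounds plus 3 SD, set per campaign, cut at about 35% in these data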;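 also: 0% = DMSO wells and 100% = thioflavine S control wells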
#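 Measured by: Cy5 fluorescence, 0 and 60 min reads / Assay system: NS3 helicase fragment of HCV / Control set: low DMSO, high thioflavine S at 110 µM / Times: 1 h reaction at 25 °C, ATP-initiated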
# CRFR2-BP antag: CRF-BP/CRF-R2 complex antagonism. 350,000 tested, 0.59% active. inhibition, % at 11.8 µM. HEK293 CRF-R2/CRF-BP, CRF-induced calcium fluorescence;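 active = inhibition of the ligand-induced calcium signal above about 50% at the single tested concentration, limit read from the data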
# GalR3 antagonist: antagonists of human GalR3; 360,000 tested, 0.44% active; inhibition, % at 3 µM; HEK293 GalR3-CNG cAMP membrane potential fluorescence; galR3 body fused to GalR1 C-terminus; O60755; AID 651719;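 active = inhibition above the screen-wide average plus 3 SD, cut at about 13% in these data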;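 also: forskolin and galanin both at EC90 stimulate the cells; cAMP rise reported by CNG channel membrane potential dye signal; 0% = forskolin plus galanin with DMSO and 100% = forskolin alone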
# Target sequence (O60755 1-299 limits assumed): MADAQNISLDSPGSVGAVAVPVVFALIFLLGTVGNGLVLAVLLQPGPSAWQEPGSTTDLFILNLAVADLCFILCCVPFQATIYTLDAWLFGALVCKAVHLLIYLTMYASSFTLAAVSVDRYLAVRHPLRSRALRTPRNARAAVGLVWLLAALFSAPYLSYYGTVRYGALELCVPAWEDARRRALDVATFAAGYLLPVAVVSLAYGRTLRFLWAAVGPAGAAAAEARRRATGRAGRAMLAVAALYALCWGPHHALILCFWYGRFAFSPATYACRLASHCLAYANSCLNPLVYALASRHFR
# p-CIP stab down: compounds decreasing mouse p/CIP protein stability; Q05BA5; F442A p/CIP-EGFP cells, EGFP fluorescence, 16 h; decrease of EGFP signal, % at 10 µM; 290,000 tested, 0.01% active; AID 1984;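 active = EGFP signal decrease of at least 30% at 10 µM or well 3 SD below plate mean, unless failing retest; inactive = the rest, including hits failing retest or dose response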; also: some compounds called inactive have numbers as strong as hits; many of its hits are not listed in these tables
# IMP-1 inh: blocks Pseudomonas aeruginosa IMP-1 metallo-beta-lactamase | AID 1556 | 290,000 tested, 0.45% active | inhibition, % at 5.6 µM | purified IMP-1, nitrocefin hydrolysis, epi-absorbance fluorescence;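 active = inhibition above the mean plus 3 SD of all compounds in the same screening run, cut at about 4.5% in these data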;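 also: 0% = IMP-1 with DMSO and 100% = DMSO wells lacking enzyme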
#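 Assay system: purified IMP-1; Quantity: IMP-1 0.2 nM before substrate addition; Medium: HEPES buffer pH 7.1 with ZnSO4 and Brij 35; Incubation: 15 min enzyme–compound preincubation, then 25 min nitrocefin reaction, 25 °C; Signal: fluorescence quenching readout, ex 480/em 530 nm; Controls: DMSO with and without IMP-1; Repeats: singlicate testing.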
# SUMO HTRF inh: blocks human SUMOylation mediated by UBC9. HTRF SUMOylation assay, SAE1/SAE2 + UBC9, in vitro. inhibition, % at 35 µM. 290,000 tested, 0.36% active. AID 2006; in the data active = inhibition above about 50%, passing the limit was not always enough; also: strong numbers were not always called active
# Target sequence (P63279 whole entry, looked up): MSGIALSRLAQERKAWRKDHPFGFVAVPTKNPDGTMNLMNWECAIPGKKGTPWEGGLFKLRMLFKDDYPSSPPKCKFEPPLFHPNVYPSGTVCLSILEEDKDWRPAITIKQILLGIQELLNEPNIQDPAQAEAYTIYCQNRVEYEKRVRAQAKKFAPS
# An asterisk follows results filed as active; nt = no result given. Hits appear at their usual frequency (roughly 3.2% active in at least one column).
SMILES,IDE act,IDE inh,VIM-2 inhibitor,HCV NS3 hel inh,CRFR2-BP antag,GalR3 antagonist,p-CIP stab down,IMP-1 inh,SUMO HTRF inh
CCOC(=O)CCS(=O)(=O)c1ccc(-c2ccc(S(=O)(=O)CCC(=O)OCC)cc2)cc1,0.7,-3.7,-2.7,6.8,17.0,-4.6,8.6,-3.1,-9.9
CCCn1c(C(O)c2ccc(OCC)cc2)nc2ccccc21 (stereo unspecified),4.5,2.2,-2.4,-5.0,-0.1,-0.9,-13.3,-4.4,8.8
CCn1nc(NC(C)=O)c2cc3ccc(C)cc3nc21,-1.6,-1.0,-2.5,-1.6,-0.8,-6.9,-9.4,-3.5,20.9
CCN(CC)S(=O)(=O)c1cc(C(=O)NC2CCCCC2)ccc1C,3.3,0.5,-4.3,2.6,2.4,-6.0,-2.6,-3.8,-9.8
CC1CN(CC(O)COc2ccc(C(=O)c3ccccc3)cc2)CC(C)O1 (stereo unspecified),4.0,0.5,1.4,0.7,5.8,1.2,-5.6,-7.5,1.1
CCN(CC)S(=O)(=O)c1ccc(N2CCCCC2)c(NC(=O)/C=C/c2ccc(OC)c(OC)c2)c1,1.9,9.8,-0.4,-23.0,5.2,-2.8,-5.9,-2.5,27.5
O=c1c2ccccc2c(/C=N/n2cnnc2)c(O)n1-c1ccccc1,1.7,1.4,-0.7,8.9,-0.2,0.3,-4.2,0.5,17.6
CCSC1=NCCN1C(=O)C(C)(C)Oc1ccc(Cl)cc1,1.8,1.2,-1.2,15.5,-6.9,-2.7,-3.7,-4.0,4.8
COc1ccccc1CC(=O)NCCCc1ccccc1,4.6,4.2,2.6,-1.4,10.9,-3.2,-6.2,-4.1,-3.9
CCCCCN(C(=O)NC(=O)Nc1ccccc1OC)S(C)(=O)=O,2.1,4.8,-5.1,2.5,26.9,-4.3,-2.6,-3.7,5.5
COCCNC(=S)N/N=C/c1ccc(-c2ccc([N+](=O)[O-])cc2)o1,-3.5,0.3,-2.9,14.3,-62.5,-4.3,-14.1,-3.4,26.3
Clc1ccc2c(c1)-c1nnc(Br)n1-c1ccccc1S2,3.1,-2.4,-2.7,-4.4,22.9,-8.4,-12.7,-4.8,-20.0
Cc1ccc(NC(=O)c2c3c(nc4ccccc24)CCC3)cc1,-2.1,0.1,-1.9,6.0,5.7,8.3,-4.5,-1.5,11.0
Cc1ccc(/C=C/C(=O)NC(=S)N2CCN(c3ccc(F)cc3)CC2)cc1,3.2,-6.6,-1.7,1.9,-4.8,-1.4,-15.3,-2.0,19.7
Cc1ccccc1OCC(=O)OCC(=O)NCCNC(=O)COC(=O)COc1ccccc1C,-1.7,4.7,nt,nt,7.3,-4.4,nt,nt,nt
Cc1ccc(/C=N/NC(=O)c2ccc(OC3CCCC3)cc2)o1,0.2,nt,-2.2,-2.4,7.2,-2.9,10.4,0.2,3.9
CCNC(=S)Nc1cc(-c2ccc(Cl)cc2)[nH]n1,-2.5,-2.2,-3.3,2.3,6.0,-2.1,0.8,-2.4,-1.4
Cc1ccn2c(CNCC3OCCc4ccccc43)c(C(=O)N3CCCCCC3)nc2c1 (stereo unspecified),-1.4,-3.8,-3.0,-5.6,-6.3,-5.2,2.6,-3.0,3.5
Cc1ccc(CNC(=O)[C@@H](NC(=O)Cc2ccccc2)C(C)C)cc1,-3.5,6.8,-3.8,10.6,-8.9,-7.0,-28.6,-0.8,-10.9
NC(=O)C1C(c2ccccc2)=C1c1ccccc1,6.0,3.1,-0.6,0.9,6.4,-7.5,-3.8,-1.3,14.7
CCOC(=O)C1CCCN(C(=O)COc2ccccc2F)C1 (stereo unspecified),3.9,0.9,-0.9,3.1,-12.7,-3.8,-0.6,-1.9,12.6
COc1ccccc1CNC(=O)COC(=O)C1=COCCO1,5.1,3.6,-1.0,-5.2,3.3,1.4,-10.9,-1.7,7.9
FC(F)(F)c1ccnc(NCc2ccco2)n1,5.3,0.8,-3.2,0.2,-0.1,-2.0,-10.4,-3.4,12.3
COc1cc(C(=O)NC2=C(C#N)CCC2)cc(OC)c1OC,4.0,-4.2,-1.5,-13.3,6.9,2.0,-4.3,-1.0,-1.7
O=C(CCNC(=O)c1ccc(Br)cc1)Nc1nccs1,1.9,-3.4,0.0,-4.8,6.4,-2.1,-4.7,1.4,14.4
CCC(=O)c1cccc2c1N=CC1=C(CC(C)(C)CC1=O)N2,-2.2,0.2,-1.4,-8.4,-3.6,3.6,-2.0,-2.8,11.7
COc1ccc2c(c1)CC/C(=C\c1ccc(OC)c(Cn3cccn3)c1)C2=O,4.7,-1.3,-0.3,-10.6,-4.3,-7.1,-8.8,-3.9,24.4
COc1ccc(C(=O)N2CCCN(C)CC2)c(OC)c1,7.5,nt,-1.2,0.5,-6.9,-10.1,0.9,-2.6,3.1
CCN(CC(=O)Nc1ccc(OC)cc1)CC(=O)Nc1ccc2c(c1)OCO2,-2.6,-3.2,nt,nt,3.6,-5.0,nt,nt,nt
NC(=O)c1ccc(NC(=O)C#Cc2ccccc2)cc1,-0.8,1.9,-2.7,1.1,-1.9,-4.9,-21.0,-3.7,4.7
Cc1[nH]c2ccccc2c1SCC(=O)NNC(=O)Nc1ccc(OC(F)(F)F)cc1,3.6,1.6,-2.5,-12.2,-20.7,1.2,-7.7,-0.9,14.9
Cc1cc(C)c2nc(SC(C)C(=O)NCC(=O)Nc3ccc(F)c(F)c3F)cc(C)c2c1 (stereo unspecified),1.2,-3.4,-1.8,-1.9,-17.6,-0.5,-14.3,-3.9,-4.2
Cc1nc2ccccn2c(=O)c1NC(=O)c1cccc2ccccc12,0.3,3.6,nt,nt,10.6,1.2,nt,nt,nt
O=C(NCc1ccccc1)Nc1cccn(Cc2c(F)cccc2Cl)c1=O,-0.6,1.5,0.8,0.4,18.6,-5.0,2.6,-2.5,51.7
Cc1c(NC(=O)CCCCCN2C(=O)C3C4C=CC(C4)C3C2=O)c(=O)n(-c2ccccc2)n1C (stereo unspecified),2.5,5.1,-3.0,13.5,-13.0,0.5,0.1,-3.5,7.5
Cc1c(C(=O)N2CCN(S(=O)(=O)c3cccs3)CC2)oc2ccc(F)cc12,-3.4,-0.7,nt,nt,-0.4,-0.2,nt,nt,nt
COc1ccc2cc(CCNC(=O)CCc3ccccc3)c(=O)[nH]c2c1,8.4,2.0,-1.4,-2.8,23.2,0.0,-6.1,-1.2,8.8
COc1ccc(/C=C(\NC(=O)c2ccccc2)C(=O)N2CCN(C)CC2)cc1,6.5,-3.0,1.0,4.3,-0.3,-3.5,0.4,-1.6,5.2
COc1ccc(C)cc1S(=O)(=O)Nc1cc2c3c(c1)C(C)C(=O)N3CCC2 (stereo unspecified),-2.3,-1.1,nt,nt,-9.7,-7.8,nt,nt,nt
Cc1c(NC(=O)C(C)N(c2ccccc2)S(C)(=O)=O)c(=O)n(-c2ccccc2)n1C (stereo unspecified),5.7,0.7,0.4,1.2,6.2,-2.9,-25.1,0.2,1.5
Cn1c(CSCc2ccc(Cl)cc2)nnc1SCC(=O)Nc1nccs1,2.9,-1.4,0.0,-3.9,-25.8,-6.9,-7.0,-2.8,-15.4
CN(Cc1nc2ccccc2c(=O)[nH]1)CC(O)COCc1ccco1 (stereo unspecified),-0.9,-0.2,-4.5,3.1,15.7,-5.9,-8.3,-1.5,-3.0
O=C(Nc1cccc2nsnc12)c1ccc(F)cc1,2.1,-4.9,0.9,7.7,-7.6,1.0,-8.5,-1.4,5.8
Cc1ccc(C)n1-c1ccc(C#N)cn1,2.9,3.6,1.7,4.3,4.4,5.2,10.8,-0.8,2.8
CCN(CC(=O)Nc1c(F)cccc1F)C(=O)CNC(=O)COc1ccccc1,1.9,-2.2,nt,nt,15.3,-1.2,nt,nt,nt
COc1ccc(S(=O)(=O)N(CC(=O)NCc2ccncc2)c2ccc(C)cc2)cc1Br,-17.0,14.0,-2.6,-16.6,-7.5,-6.7,7.4,-1.9,0.4
Cc1nc2c(cc1NC(=O)C(C)(C)C)nc(C)n2Cc1ccccc1,-0.9,2.5,-2.1,0.7,7.6,-11.0,-6.3,-2.8,8.6
CCCCN(C(=O)c1cccc(S(=O)(=O)N2CCCCC2)c1)C1CCS(=O)(=O)C1 (stereo unspecified),1.4,-1.8,-0.5,7.1,-21.5,-5.8,-3.0,1.0,-7.2
COc1ccc(S(=O)(=O)N(C)CC(=O)NCc2cccnc2)cc1,3.4,3.9,-2.9,8.3,5.7,-0.6,-5.8,-1.3,9.3
CCOC(=O)C(NCc1ccc(F)cc1)(NC(=O)c1ccccc1)C(F)(F)F (stereo unspecified),-1.4,-2.8,-1.1,3.0,4.8,-2.4,9.3,-3.8,3.0
COCCN(C(=S)Nc1ccc(C)cc1C)C(C)c1ccco1 (stereo unspecified),5.3,2.6,0.5,6.5,-0.8,-4.2,2.9,-2.3,-17.0
O=C(OCCCN1CCOCC1)c1ccc(O)c(O)c1,-0.2,-0.5,-3.2,-3.2,0.1,-4.5,3.3,-3.0,3.8
CC(C)NC(=O)Cn1cnc2c1c(=O)n(C)c(=O)n2C,3.5,1.7,-1.5,2.7,13.8,-0.6,-5.6,-2.7,-16.0
Fc1ccc(Cn2nnc(-c3ccc(CN4CCOCC4)cc3)n2)cc1,-1.4,0.0,-1.5,-3.9,4.3,-1.8,-6.8,-0.8,1.2
C=CCN1C(=O)C(CC(=O)Nc2ccccc2)S/C1=N/c1nccs1 (stereo unspecified),1.9,10.6,-3.3,-17.3,-2.7,-3.9,-9.1,0.3,26.8
COc1ccc(OC)c(-n2c(-c3cc(-c4ccco4)[nH]n3)n[nH]c2=S)c1,-1.1,2.5,-2.3,3.8,5.2,-1.4,-22.4,-0.3,67.4
Cc1ccc(C(=O)NNc2nc3ccccc3nc2C(F)(F)F)cc1,-4.5,-3.0,-3.4,7.6,0.9,-4.5,0.8,-4.4,-9.4
CCN(CC(=O)NCc1ccc(F)cc1)C(=O)c1ccc(COc2ccccc2)cc1,-3.1,-2.6,-3.0,-13.1,8.9,-10.0,-21.4,-2.0,0.5
C[C@H](CO)N1C[C@H](C)[C@@H](CN(C)Cc2ccc3c(c2)OCO3)Oc2ccc(NC(=O)Cn3cnnn3)cc2C1=O,3.6,1.5,nt,nt,-3.8,-2.1,nt,nt,nt
COc1cc(/C=C2\C(=N)N3N=C(C)SC3=NC2=O)cc(Cl)c1OCCOc1ccc(NC(C)=O)cc1,-4.6,1.2,-3.1,-0.1,-5.4,-5.9,-6.1,-1.8,15.0

# Some of the entries so far, field by field:
Cc1ccc(C(=O)NNc2nc3ccccc3nc2C(F)(F)F)cc1
  IDE act = -4.5 | IDE inh = -3.0 | VIM-2 inhibitor = -3.4 | HCV NS3 hel inh = 7.6 | CRFR2-BP antag = 0.9 | GalR3 antagonist = -4.5 | p-CIP stab down = 0.8 | IMP-1 inh = -4.4 | SUMO HTRF inh = -9.4

COc1ccc(OC)c(-n2c(-c3cc(-c4ccco4)[nH]n3)n[nH]c2=S)c1
  IDE act = -1.1 | IDE inh = 2.5 | VIM-2 inhibitor = -2.3 | HCV NS3 hel inh = 3.8 | CRFR2-BP antag = 5.2 | GalR3 antagonist = -1.4 | p-CIP stab down = -22.4 | IMP-1 inh = -0.3 | SUMO HTRF inh = 67.4
